Assay outcomes as filed in PubChem BioAssay.
KOR beta-arrestin-1 – KOR antagonists, beta-arrestin recruitment, cell-based, luminescence, uHTS (AID 1778); KOR beta-arrestin recruitment, luminescence, antagonist mode; higher % means a stronger effect; inhibition, % at 10 µM, or IC50 in µM where a hit was titrated; 290,000 compounds, 0.091% hits; in the data active means inhibition above about 50%; further: strong numbers were not always called active
NOD1 inhibition – NOD1 signaling inhibitors, primary screen, cell-based, luminescence, uHTS (AID 1578); inhibition, % at 4 µM; hits with a dose series show EC50 in µM; NOD1-driven NF-kB luciferase reporter cells, luminescence; higher % means a stronger effect; 290,000 compounds, 1% hits; in the data active means inhibition mostly above about 36%, no sharp cut-off; inactive means mostly below about 34%;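 further: HEK-293T reporter cells stimulated with the NOD1 agonist gamma-tri-DAP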
GPR55 antagonists – GPR55 antagonists blocking LPI-driven arrestin recruitment, primary screen, imaging, U2OS, beta-arrestin-GFP, LPI agonist (AID 2013) | U2OS GPR55 beta-arrestin-GFP translocation imaging, LPI antagonism; higher % means a stronger effect | one-dose inhibition, % at 10 µM; IC50 in µM for titrated hits | 290,000 compounds, 0.13% hits;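 active means spots per cell inhibited over 60%, with over 100 cells counted and total cytoplasm intensity under 500,000; inconclusive means wells with under 100 cells, flagged as likely toxic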;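 further: U2OS cells stably carrying GPR55 and arrestin-GFP stimulated by 5 µM LPI near EC80; imaged beta-arrestin-GFP aggregate spots per cell after agonist stimulation; plate controls were LPI-stimulated DMSO wells for no effect and DMSO wells without LPI for full effect; some results filed as inactive read as strong as hits; confirmed hits need IC50 under 10 µM and bright autofluorescent wells are also inconclusive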
GPR35 antagonists – inhibition of zaprinast-stimulated GPR35 beta-arrestin translocation – imaging, U2OS, beta-arrestin-GFP, zaprinast agonist, primary screen (AID 2058); 290,000 compounds, 0.052% hits; U2OS GPR35 beta-arrestin-GFP translocation imaging, zaprinast antagonism; higher % means a stronger effect; one-dose inhibition, % at 10 µM; IC50 in µM for titrated hits;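 active means inhibition of at least 50% with at least 30 cells and total cytoplasm GFP at most 10,000,000; inconclusive means under 30 cells or total GFP of 10,000,000 plus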
KOR beta-arrestin-2 – kappa opioid receptor activators – cell-based, luminescence, uHTS, primary screen (AID 1777); KOR beta-arrestin recruitment, luminescence; higher % means a stronger effect; 280,000 compounds, 0.02% hits; activation, % at 10 µM; hits with a dose series show EC50 in µM; in the data active means activation above about 50%, passing the limit was not always enough; further: a part of the inactive calls stands beside numbers as strong as those of hits
GPR55 activation – GPR55 agonists via beta-arrestin recruitment, primary screen, imaging, U2OS cells, beta-arrestin-GFP redistribution (AID 1961); U2OS GPR55 beta-arrestin-GFP redistribution imaging; higher % means a stronger effect; activation, % at 10 µM; hits with a dose series show EC50 in µM; 290,000 compounds, 0.048% hits;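 active means activation above 40% with more than 50 cells counted in the well; inconclusive means wells holding fewer than 50 cells, flagged as toxic or sparse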;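 further: U2OS osteosarcoma cells stably expressing GPR55 and beta-arrestin-GFP; plate controls were DMSO negative control for no effect and LPI positive control for full effect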
NTR1 ag – NTR1-driven beta-arrestin-GFP spot formation – imaging, U2OS cells, high content, primary screen (AID 493036) | activation, % at 20 µM | 330,000 compounds, 0.17% hits | agonist mode;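 active means activation at or above 40% of the spot to cytoplasm intensity ratio, with at least 20 cells analyzed; inconclusive means wells under 20 cells, flagged as cytotoxic or low count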;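 further: 0% = DMSO without peptide and 100% = 100 nM NTR1 peptide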
Target sequence (P30989 whole entry, looked up): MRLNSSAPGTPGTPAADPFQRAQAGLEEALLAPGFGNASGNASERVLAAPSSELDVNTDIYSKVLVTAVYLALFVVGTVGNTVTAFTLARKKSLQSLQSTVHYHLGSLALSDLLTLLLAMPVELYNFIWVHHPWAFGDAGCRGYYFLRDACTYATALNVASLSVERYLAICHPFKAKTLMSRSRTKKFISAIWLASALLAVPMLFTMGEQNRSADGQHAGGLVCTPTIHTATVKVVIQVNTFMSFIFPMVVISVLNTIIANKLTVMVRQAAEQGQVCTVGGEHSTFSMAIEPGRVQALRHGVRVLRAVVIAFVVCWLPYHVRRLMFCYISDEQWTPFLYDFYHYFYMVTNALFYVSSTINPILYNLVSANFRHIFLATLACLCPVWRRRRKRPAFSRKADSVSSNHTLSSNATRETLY
MgcRacGAP inhibition – MgcRacGAP GTPase-activating activity inhibitors, confirmation, biochemical, ADP Hunter fluorescence; inhibition, % at 30 µM, or IC50 in µM where a hit was titrated; 340,000 compounds, 0.6% hits; AID 624330; MgcRacGAP-stimulated Rac1 GTP hydrolysis, ADP Hunter fluorescence; higher % means a stronger effect; GST-tagged Rac1 F28L mutant substrate;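 active means first-screen hits whose inhibition reached a set limit at any dose in the follow-up dose series; inconclusive means inhibition above the set first-screen limit but never retested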;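 further: fluorescence reports GDP produced by GAP-driven GTP hydrolysis; strong numbers were not always called active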
K1F lysis inhibition – protection from phage-mediated lysis, alamar blue read-out – E. coli UTI89, K1F phage, bacterial capsule biogenesis inhibitors (AID 488966). one-dose inhibition, % at 100 µM; IC50 in µM for titrated hits. 340,000 compounds, 0.02% hits. E. coli UTI89 K1F phage lysis, alamar blue, 2 h; higher % means a stronger effect;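 active means phage lysis inhibition, versus mean bacterial control, above a set limit; inconclusive means no clear call, values can overlap the other calls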;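 further: capsule biogenesis inhibitors block K1F phage lysis so surviving cells raise fluorescence; higher fluorescence means more inhibition of phage lysis; actives were called in the ten point dose series up to 300 µM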
NTR1 ag cell count 20 µM – second read-out of NTR1 ag, no call of its own (marks repeat the call); cell count; measured here: cell count, cytotoxicity flag
An asterisk follows results filed as active; [ ] = remark or other dose.

Results for N#C/C(=C\c1ccc(N2CCCCC2)o1)C(=O)Nc1cccc(Br)c1 ?
KOR beta-arrestin-1: -16%; NOD1 inhibition: -20%; GPR55 antagonists: inconclusive; GPR35 antagonists: 17%; KOR beta-arrestin-2: -1.0%; GPR55 activation: -0.4%; NTR1 ag: -4.0; MgcRacGAP inhibition: 12%; K1F lysis inhibition: 0.2%; NTR1 ag cell count 20 µM: 74

Results for CCCOc1ccc(/C=N/NC(=O)c2ccc(Cn3cc([N+](=O)[O-])cn3)o2)cc1 ?
KOR beta-arrestin-1: 8%; NOD1 inhibition: -31%; GPR55 antagonists: 3%; GPR35 antagonists: -4%; KOR beta-arrestin-2: -0.6%; GPR55 activation: 0.2%; NTR1 ag: 0.1; MgcRacGAP inhibition: 1%; K1F lysis inhibition: 0.0%; NTR1 ag cell count 20 µM: 60

What do the screens show for `CCC(CC)NC(=O)CC(c1ccccc1)c1ccccc1`?
KOR beta-arrestin-1: 7%; NOD1 inhibition: -14%; GPR55 antagonists: 3%; GPR35 antagonists: -5%; KOR beta-arrestin-2: -3.3%; GPR55 activation: -0.2%; NTR1 ag: -0.2; MgcRacGAP inhibition: 3%; K1F lysis inhibition: 5.0%; NTR1 ag cell count 20 µM: 30

Results for CCOC(=O)c1ccc(NC(=S)N(CCCN2CCN(CC)CC2)Cc2cccs2)cc1 ?
KOR beta-arrestin-1: 18%; NOD1 inhibition: -12%; GPR55 antagonists: 11%; GPR35 antagonists: 14%; KOR beta-arrestin-2: -1.1%; GPR55 activation: 0.1%; NTR1 ag: 3.3; MgcRacGAP inhibition: 1%; K1F lysis inhibition: 3.3%; NTR1 ag cell count 20 µM: 52

How did Cc1cc(C)c(S(=O)(=O)Nc2cnc3ccccc3c2)c(C)c1 do in these assays?
KOR beta-arrestin-1: -43%; NOD1 inhibition: -10%; GPR55 antagonists: -5%; GPR35 antagonists: -7%; KOR beta-arrestin-2: -3.2%; GPR55 activation: 0.2%; NTR1 ag: 1.0; MgcRacGAP inhibition: 5%; K1F lysis inhibition: 0.3%; NTR1 ag cell count 20 µM: 46

Results for COC(=O)c1[nH]c2ccccc2c1NC(=O)c1ccccc1F ?
KOR beta-arrestin-1: 16%; NOD1 inhibition: 0%; GPR55 antagonists: 0%; GPR35 antagonists: -1%; KOR beta-arrestin-2: -2.9%; GPR55 activation: 0.4%; NTR1 ag: 2.2; NTR1 ag cell count 20 µM: 33

What do the screens show for `Cc1cc(-c2nnc(SCc3ccccn3)o2)no1`?
KOR beta-arrestin-1: -24%; NOD1 inhibition: -24%; GPR55 antagonists: 7%; GPR35 antagonists: -9%; KOR beta-arrestin-2: 2.3%; GPR55 activation: -0.1%; NTR1 ag: 1.3; MgcRacGAP inhibition: -2%; K1F lysis inhibition: 1.6%[50 µM]; NTR1 ag cell count 20 µM: 64

What do the screens show for `CC(=O)NC1C(OCc2ccccc2)OC2COC(c3ccccc3)OC2C1OCC(=O)O` (stereo not drawn)?
KOR beta-arrestin-1: -50%[20 µM]; NOD1 inhibition: -8%; GPR55 antagonists: -2%; GPR35 antagonists: 9%; GPR55 activation: 0.5%; NTR1 ag: -0.9; MgcRacGAP inhibition: 1%; K1F lysis inhibition: 0.5%; NTR1 ag cell count 20 µM: 21

Results for COc1ccc(N2CCN(C(c3cc4cc(C)ccc4[nH]c3=O)c3nnnn3Cc3ccccc3)CC2)cc1 (stereo not drawn) ?
KOR beta-arrestin-1: -23%; NOD1 inhibition: 1%; GPR55 antagonists: -3%; GPR35 antagonists: 16%; KOR beta-arrestin-2: 9.4%; GPR55 activation: -0.1%; NTR1 ag: -1.1; MgcRacGAP inhibition: 10%; K1F lysis inhibition: 9.1%; NTR1 ag cell count 20 µM: 78

What do the screens show for `Cc1ccc(S(=O)(=O)N/N=C2/CC(=O)CC(C)(C)C2)cc1[N+](=O)[O-]`?
KOR beta-arrestin-1: 14%; NOD1 inhibition: -10%; GPR55 antagonists: 2%; GPR35 antagonists: -7%; KOR beta-arrestin-2: 2.7%; GPR55 activation: 0.0%; NTR1 ag: 1.6; MgcRacGAP inhibition: 0%; K1F lysis inhibition: 0.4%; NTR1 ag cell count 20 µM: 65

Some of these compounds in order of formula weight, smallest number first.
What do the screens show for `Cc1cc(-c2nnc(SCc3ccccn3)o2)no1`?
KOR beta-arrestin-1: -24%; NOD1 inhibition: -24%; GPR55 antagonists: 7%; GPR35 antagonists: -9%; KOR beta-arrestin-2: 2.3%; GPR55 activation: -0.1%; NTR1 ag: 1.3; MgcRacGAP inhibition: -2%; K1F lysis inhibition: 1.6%[50 µM]; NTR1 ag cell count 20 µM: 64

What do the screens show for `CCC(CC)NC(=O)CC(c1ccccc1)c1ccccc1`?
KOR beta-arrestin-1: 7%; NOD1 inhibition: -14%; GPR55 antagonists: 3%; GPR35 antagonists: -5%; KOR beta-arrestin-2: -3.3%; GPR55 activation: -0.2%; NTR1 ag: -0.2; MgcRacGAP inhibition: 3%; K1F lysis inhibition: 5.0%; NTR1 ag cell count 20 µM: 30

Results for COC(=O)c1[nH]c2ccccc2c1NC(=O)c1ccccc1F ?
KOR beta-arrestin-1: 16%; NOD1 inhibition: 0%; GPR55 antagonists: 0%; GPR35 antagonists: -1%; KOR beta-arrestin-2: -2.9%; GPR55 activation: 0.4%; NTR1 ag: 2.2; NTR1 ag cell count 20 µM: 33

(listing goes on)
How did COc1ccc(C(CNC(=O)c2oc3cc(C)c(Cl)cc3c2C)N2CCCCC2)cc1 (stereo not drawn) do in these assays?
KOR beta-arrestin-1: -51%; NOD1 inhibition: -22%; GPR55 antagonists: 14%; GPR35 antagonists: 24%; KOR beta-arrestin-2: -2.1%; GPR55 activation: 11%; NTR1 ag: 6.5; MgcRacGAP inhibition: 8%; K1F lysis inhibition: 0.3%; NTR1 ag cell count 20 µM: 55

What do the screens show for `COc1ccc(CNC(=O)c2ccccc2[N+](=O)[O-])cc1`?
KOR beta-arrestin-1: -19%; NOD1 inhibition: -4%; GPR55 antagonists: 14%; GPR35 antagonists: 12%; KOR beta-arrestin-2: 2.6%; GPR55 activation: -0.3%; NTR1 ag: -0.8; MgcRacGAP inhibition: 8%; K1F lysis inhibition: 1.7%; NTR1 ag cell count 20 µM: 58

What do the screens show for `Cc1c(C#N)c2ccccc2n1CC(=O)N1CCCc2ccccc21`?
KOR beta-arrestin-1: -17%; NOD1 inhibition: 1%; GPR55 antagonists: 8%; GPR35 antagonists: -16%; KOR beta-arrestin-2: -2.7%; GPR55 activation: -0.1%; NTR1 ag: 0.4; MgcRacGAP inhibition: 4%; K1F lysis inhibition: 7.8%; NTR1 ag cell count 20 µM: 63

Results for CCOc1ccc(N2C(=O)CC(Cc3ccc(Br)cc3)C2=O)cc1 (stereo not drawn) ?
KOR beta-arrestin-1: 2%; NOD1 inhibition: -43%; GPR55 antagonists: 7%; GPR35 antagonists: -5%; KOR beta-arrestin-2: -4.8%; GPR55 activation: -0.2%; NTR1 ag: 2.3; MgcRacGAP inhibition: -5%; K1F lysis inhibition: -0.3%; NTR1 ag cell count 20 µM: 50

Results for O=C(Nc1nc2c(s1)CCCC2)c1ccc(Br)s1 ?
KOR beta-arrestin-1: 27%; NOD1 inhibition: 9%; GPR55 antagonists: -8%; GPR35 antagonists: -3%; KOR beta-arrestin-2: 0.1%; GPR55 activation: -0.1%; NTR1 ag: 5.7; MgcRacGAP inhibition: 1%; K1F lysis inhibition: 0.3%; NTR1 ag cell count 20 µM: 66

What do the screens show for `COC(=O)c1ccccc1NC(=O)C1CCN(C(=O)c2cc(OC)c(OC)c(OC)c2)CC1`?
KOR beta-arrestin-1: 28%; NOD1 inhibition: -23%; GPR55 antagonists: 0%; GPR35 antagonists: 6%; KOR beta-arrestin-2: -3.4%; GPR55 activation: -0.2%; NTR1 ag: -1.9; MgcRacGAP inhibition: 10%; K1F lysis inhibition: 2.1%; NTR1 ag cell count 20 µM: 16

Results for Cc1ccccc1NC(=O)CSc1nc2ccccc2c2nc(CCn3cncc3C)nn12 ?
KOR beta-arrestin-1: 16%; NOD1 inhibition: -28%; GPR55 antagonists: 0%; GPR35 antagonists: 7%; KOR beta-arrestin-2: 0.8%; GPR55 activation: 0.5%; NTR1 ag: -0.6; MgcRacGAP inhibition: 6%; K1F lysis inhibition: -0.1%; NTR1 ag cell count 20 µM: 54

What do the screens show for `COc1ccc(C(=O)Nc2ccc(C3CC3(Cl)Cl)cc2)cc1` (stereo not drawn)?
KOR beta-arrestin-1: -17%; NOD1 inhibition: -35%; GPR55 antagonists: 4%; GPR35 antagonists: -13%; KOR beta-arrestin-2: -5.7%; GPR55 activation: 0.2%; NTR1 ag: 2.4; MgcRacGAP inhibition: 1%; K1F lysis inhibition: -0.1%; NTR1 ag cell count 20 µM: 64

What do the screens show for `Cc1cccc(N(C(=O)CCC(=O)Nc2cc(C)on2)C(C(=O)NC2CCCC2)c2ccc(C)o2)c1` (stereo not drawn)?
KOR beta-arrestin-1: 22%[20 µM]; NOD1 inhibition: -23%; GPR55 antagonists: -1%; GPR35 antagonists: 20%; KOR beta-arrestin-2: -6.2%; GPR55 activation: -0.2%; NTR1 ag: -1.5; MgcRacGAP inhibition: 3%; K1F lysis inhibition: 0.3%; NTR1 ag cell count 20 µM: 88

Results for COc1ccc(S(=O)(=O)n2[nH]c(=O)c(CCO)c2C)c([N+](=O)[O-])c1 ?
KOR beta-arrestin-1: -5%; NOD1 inhibition: -37%; GPR55 antagonists: 7%; GPR35 antagonists: 9%; KOR beta-arrestin-2: -3.1%; GPR55 activation: 0.3%; NTR1 ag: 1.7; MgcRacGAP inhibition: 1%; K1F lysis inhibition: -1.0%; NTR1 ag cell count 20 µM: 97

What do the screens show for `COc1ccc(OC)c(S(=O)(=O)N(C)CC(=O)N2CCN(c3ccccc3F)CC2)c1`?
KOR beta-arrestin-1: 18%; NOD1 inhibition: -23%; GPR55 antagonists: 0%; GPR35 antagonists: 8%; KOR beta-arrestin-2: -4.6%; GPR55 activation: -0.1%; NTR1 ag: 0.0; MgcRacGAP inhibition: 2%; K1F lysis inhibition: 0.0%; NTR1 ag cell count 20 µM: 47

This is a subset. The share of hits here may be higher or lower than overall.
